Compound activity: PubChem, several laboratories
CDK5 inh – inhibitors of human CDK5/p35 kinase, primary screen, biochemical, single concentration. inhibition, % at 10 µM. Cyclin-dependent kinase 5 (Homo sapiens) + Cyclin-dependent kinase 5 activator 1 (Homo …. Recombinant CDK5/p35, ADP-Glo luminescence, 60 min. actives 0.01% (n = 330,000);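 active = highest replicate inhibition of at least 50% and at least 75% of replicates reaching 50%; inconclusive = only one of the two criteria met; inactive = both criteria failed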;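 note: plate controls were DMSO neutral control for no effect and GW8510 at 10 µM for full effect; many of its hits are not listed in these tables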
Target sequence (Q00535 whole entry, looked up): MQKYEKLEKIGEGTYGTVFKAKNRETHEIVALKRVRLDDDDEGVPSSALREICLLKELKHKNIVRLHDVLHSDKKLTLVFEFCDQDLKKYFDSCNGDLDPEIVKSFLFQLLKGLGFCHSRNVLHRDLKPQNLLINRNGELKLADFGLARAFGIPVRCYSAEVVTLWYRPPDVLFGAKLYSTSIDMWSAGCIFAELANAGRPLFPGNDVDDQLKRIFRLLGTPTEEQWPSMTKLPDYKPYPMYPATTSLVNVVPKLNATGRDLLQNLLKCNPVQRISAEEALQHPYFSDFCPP
Target sequence (Q15078 whole entry, looked up): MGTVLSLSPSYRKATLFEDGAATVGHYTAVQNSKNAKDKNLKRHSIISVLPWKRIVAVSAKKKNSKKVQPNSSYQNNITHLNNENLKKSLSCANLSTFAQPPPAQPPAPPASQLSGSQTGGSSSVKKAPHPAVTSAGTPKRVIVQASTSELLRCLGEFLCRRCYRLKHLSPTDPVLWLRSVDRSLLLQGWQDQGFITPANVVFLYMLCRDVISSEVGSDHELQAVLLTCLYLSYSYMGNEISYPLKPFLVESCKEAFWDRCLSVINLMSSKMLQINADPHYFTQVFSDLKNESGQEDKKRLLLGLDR
PvdQ inh – P. aeruginosa PvdQ acylase inhibitors, primary screen, biochemical, fluorescence, plate reader and imaging, single point; PvdQ acylase [Pseudomonas aeruginosa LESB58]; purified PvdQ acylase; inhibition, % at 10 µM; actives 0.063% (n = 340,000); in the data active = inhibition above about 30%, passing the limit was not always enough; inconclusive = no clear call, values can overlap the other calls;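 note: 0% = vehicle neutral wells and 100% = reference inhibitor wells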
PfHsp90 yeast 2 – growth inhibition of PfHsp90-expressing yeast, primary screen, antimalarial PfHsp90 inhibitor project, S. cerevisiae, BacTiter-Glo luminescence, single point, set 2. BacTiter-Glo ATP, 48 h; yeast lacking PDR1 and PDR3 efflux regulators. inhibition, % at 9.4 µM. actives 0.32% (n = 310,000);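 active = every replicate shows inhibition above about 80%, whatever the replicate mean, limit read from the data; inconclusive = mean inhibition reaches the set limit but some replicate falls short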;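 note: 0% = DMSO neutral controls and 100% = 20 µM radicicol positive controls; yeast relying on Plasmodium falciparum Hsp90 in place of its own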
NSD2 inh – NSD2 histone methyltransferase inhibitors, primary screen, biochemical, AlphaScreen, single concentration, set 2; Histone-lysine N-methyltransferase NSD2 (Homo sapiens), O96028; NSD2 peptide methylation, 120 min; inhibition, % at 12.5 µM; actives 0.54% (n = 310,000); in the data active = inhibition above about 50%
Mot1-301 SUMO – yeast Mot1-301 growth rescue at high temperature, primary screen, SUMOylation pathway inhibitor project, S. cerevisiae, ATP luminescence, 38.5C | S. cerevisiae Mot1-301 growth rescue; percent above DMSO median, 100 means doubled | growth rescue, % at 18.8 µM | actives 1% (n = 320,000) | AID 2716, 2010;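 active = every valid replicate shows activation above 250% relative to neutral control wells; inactive = the rest, any valid replicate at or below 250%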;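 note: OY570 slx delta 5 strain wells were the positive control but not used for scaling; some compounds called inactive have numbers as strong as hits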
C-LANA FP – inhibitors of KSHV C-LANA binding to DNA, primary screen, biochemical, fluorescence polarization, FAM-LBS DNA, MBP-C-LANA, single point; inhibition, % at 9 µM; actives 0.078% (n = 340,000);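 active = highest replicate inhibition at or above 60% at 9 µM, even if other replicates fall short; inactive = all replicates below 60% inhibition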;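 note: 0% = neutral control wells and 100% = 4 µM acridine orange control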
cardiac RTF act – cardiac RTF calcium sensitivity activators, primary screen, biochemical, IANBD-TnC fluorescence, EC20 calcium | Troponin I, cardiac muscle (Homo sapiens) + Troponin T, cardiac muscle (Homo sapiens) + … | IANBD-labeled TnC RTF fluorescence at EC20 calcium; 0% EC20 calcium, 100% full calcium | activation, % at 7.2 µM | actives 0.24% (n = 340,000);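 active = activation above the mean over all tested compounds plus 3 SD, cut at about 30% in these data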;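 note: rise in fluorescence read as greater calcium sensitivity of cardiac thin filaments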
dFosB act – activators of delta FosB homodimer, primary screen, biochemical, fluorescence polarization, TAMRA-CDK5 oligo, single point | purified delta FosB; percent of positive-control signal above neutral wells | Protein FosB (Mus musculus), P13346 | actives 0.99% (n = 340,000) | activation, % at 25 µM | AID 493131, 2011;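 active = mean activation above about 17%, with every replicate also reaching it, limit read from the data, passing the limit was not always enough; inconclusive = only one of the two conditions met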;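 note: fluorescence polarization rise as delta FosB binds a TAMRA Cdk5 AP-1 oligo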
Target sequence (P13346 whole entry, looked up): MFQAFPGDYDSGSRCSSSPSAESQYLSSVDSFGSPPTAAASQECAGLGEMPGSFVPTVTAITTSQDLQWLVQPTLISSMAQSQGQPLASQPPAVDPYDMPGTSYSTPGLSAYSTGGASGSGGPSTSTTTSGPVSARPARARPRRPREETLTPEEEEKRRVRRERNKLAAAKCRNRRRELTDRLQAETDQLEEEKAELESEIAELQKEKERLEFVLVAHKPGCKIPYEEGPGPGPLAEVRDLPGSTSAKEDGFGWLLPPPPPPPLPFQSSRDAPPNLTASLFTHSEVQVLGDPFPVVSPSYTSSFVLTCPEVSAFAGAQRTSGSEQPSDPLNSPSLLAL
Keap1-Nrf2 PPI – Keap1-Nrf2 protein-protein interaction inhibitors, primary screen, biochemical, fluorescence polarization, single point; Kelch-like ECH-associated protein 1 (Homo sapiens), Q14145; Keap1 Kelch-Nrf2 peptide fluorescence polarization, 1536-well; inhibition, % at 9.4 µM; actives 0.15% (n = 340,000); in the data active = inhibition above about 12%; inconclusive = no clear call, values can overlap the other calls; inactive = below about 7.3%;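 note: human Keap1 Kelch domain with fluorescein labeled Nrf2 9mer peptide probe; 0% = neutral control wells and 100% = peptide positive control; higher means more block of Keap1 binding to Nrf2 peptide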
Rtt109 HAT inh – inhibitors of C. albicans Rtt109/Vps75 HAT, primary screen, biochemical, ThioGlo CoA-SH fluorescence, plate reader; actives 0.16% (n = 330,000); purified Rtt109/Vps75, 4 h; AID 540336, 2011; Histone acetyltransferase RTT109 (Candida albicans (strain SC5314 / ATCC MYA-2876)), …; inhibition, % at 34.9 µM;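 active = inhibition of at least 50% in every replicate; inconclusive = best replicate reaches 50% inhibition but some replicates fall short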
RTF Ca sens inh – cardiac RTF calcium sensitivity inhibitors, primary screen, biochemical, IANBD-TnC fluorescence, EC70 calcium. inhibition, % at 7.15 µM. actives 0.12% (n = 340,000). Troponin I, cardiac muscle (Homo sapiens) + Troponin T, cardiac muscle (Homo sapiens) + …. IANBD-labeled cardiac RTF, Ca2+ fluorescence;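 active = inhibition above the mean inhibition of all tested compounds plus 3 SD, cut at about 17% in these data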;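 note: assay run at fixed EC70 calcium of 1.6 mM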
An asterisk follows results filed as active; ? = inconclusive; / = not tested or not shown.

SMILES	CDK5 inh	PvdQ inh	PfHsp90 yeast 2	NSD2 inh	Mot1-301 SUMO	C-LANA FP	cardiac RTF act	dFosB act	Keap1-Nrf2 PPI	Rtt109 HAT inh	RTF Ca sens inh
Cc1ccc(NC(=O)CSc2ccc(C(N)=O)cc2[N+](=O)[O-])cc1	-2.3	2	-9	1	-11	0.3	5	3	-1	2	7
Cc1ccc2c(c1)sc(C)[n+]2CCCS(=O)(=O)[O-]	1.7	5	-8	-2	-4	-0.8	3	-6	-4	?	-6
CCCn1c(SCC(=O)N2c3ccc(F)cc3CCC2C)nnc1-c1ccccn1 (centres undefined)	3.1	-9	/	0	9	1.0	8	2	0	1	-9
COCCn1nnnc1C(c1cc2ccc(C)cc2[nH]c1=O)N(Cc1ccco1)Cc1cccs1 (centres undefined)	4.2	3	20	-1	-16	1.3	6	1	-8	9	17*
CC1CCCCC12NC(=O)N(CC(=O)Nc1sc3c(c1C(N)=O)CCC3)C2=O (centres undefined)	-1.7	-21	1	0	-7	-0.5	-4	-5	-5	-5	-8
CCN(C(=O)COC(=O)CCOc1cccc(C)c1)c1c(N)n(Cc2ccccc2)c(=O)[nH]c1=O	-0.9	-7	25	8	/	-1.0	0	-1	-3	-4	-11
O=C(N[C@H]1C/C=C\C[C@H](CC(=O)N(CCO)Cc2ccccc2)C(=O)N[C@H](Cc2c[nH]c3ccccc23)COC1=O)OCC1c2ccccc2-c2ccccc21	0.1	-11	2	/	3	-0.3	12	5	4	8	2
Cc1cccc(-n2nc3c(c2NC(=O)C(C)C)CS(=O)(=O)C3)c1C	0.3	2	15	3	-1	-7.4	-3	-4	5	5	-3
O=C(O)Cc1sc(-c2ccc(Cl)cc2)nc1-c1ccccc1	0.1	-11	-22	-2	7	-1.7	0	-4	0	-2	-18
C=CCNC(=O)CSc1nc2scc(-c3ccco3)c2c(=O)n1CC=C	-1.6	-5	13	3	-13	5.1	-5	2	-2	10	-4
COc1cccc(CC(=O)Nc2ccc(S(=O)(=O)Nc3nccs3)cc2)c1	-0.3	-14	18	1	-13	-0.4	3	2	-1	-10	-3
O=C(CCN1C(=O)C2C3CCC(C3)C2C1=O)OCC(=O)c1ccccc1 (centres undefined)	-0.4	-5	-9	5	-13	0.3	0	-7	2	-11	-11
COc1cc(/C=N\NC(=O)c2ccc(-c3ccccc3)cc2)cc(OC)c1OC(C)=O	-0.3	8	26	0	2	-1.5	0	7	0	3	1
c1ccc(CNc2ncnc3sc4c(c23)CCC4)nc1	0.8	2	/	2	818*	2.5	-4	-5	-1	0	-5
O=C(NCCOc1ccccc1)C1=CC=CN2CCS(=O)(=O)N=C12	-1.7	-2	/	2	7	0.8	-7	3	1	-2	-1
CN(CCc1ccccc1)C(=O)c1ccc(NC(=O)Cc2ccc([N+](=O)[O-])cc2)cc1	-1.2	-8	-22	/	20	0.8	3	0	-1	1	-3
CCOc1ccc(OCC)c(NC(=O)CSc2nnc(C3CC3)n2CC)c1	-2.9	4	2	3	1	-0.5	-3	-2	-4	10	2
O=C(CN1C(=O)c2ccccc2C1=O)NCc1ccc(N2CCOCC2)cc1	-3.5	-17	6	0	-3	0.2	23	5	-6	-2	-3
CCC1(C)COC(c2ccc3c(c2)OCO3)OC1 (centres undefined)	0.3	-10	-13	-2	/	1.6	-1	-2	-2	-9	5
Cc1ccc(C(=O)N2CC(=O)Nc3ccccc32)o1	-4.6	-5	38	-3	-16	1.3	-3	3	-6	-8	-3
Cc1cccc(C(=O)O[C@H]2[C@H](C)NS(=O)(=O)[C@H]3CC4C=C[C@]23O4)c1	1.8	7	-1	/	14	1.3	-7	-7	-6	3	6
COc1ccc(C(=S)N2CCCC2)cc1OC	-0.3	-12	15	/	-3	-0.3	2	-2	4	2	-16
NC(=S)c1ncc(C(F)(F)F)cc1Cl	-1.5	-9	13	3	44	0.1	-5	-3	4	-10	-12
COc1ccc(-n2c(=O)c3ccccc3n(CC(=O)NCC3CCCO3)c2=O)cc1 (centres undefined)	-6.7	-7	1	-2	6	-0.9	-2	-6	-5	-6	-17
CC(C)CN1CC(=O)N2C(c3ccccc3)c3[nH]c4ccccc4c3C[C@H]2C1=O (some centres undefined)	1.5	-13	-29	0	230	0.7	2	-14	0	-3	-1

Four compounds from above, ordered by their value in C-LANA FP, high to low.
SMILES | C-LANA FP
O=C(NCCOc1ccccc1)C1=CC=CN2CCS(=O)(=O)N=C12 | 0.8
Cc1ccc(NC(=O)CSc2ccc(C(N)=O)cc2[N+](=O)[O-])cc1 | 0.3
CCOc1ccc(OCC)c(NC(=O)CSc2nnc(C3CC3)n2CC)c1 | -0.5
O=C(O)Cc1sc(-c2ccc(Cl)cc2)nc1-c1ccccc1 | -1.7

Entries of single compounds from above:
c1ccc(CNc2ncnc3sc4c(c23)CCC4)nc1 reads CDK5 inh: 0.8; PvdQ inh: 2; PfHsp90 yeast 2: /; NSD2 inh: 2; Mot1-301 SUMO: 818*; C-LANA FP: 2.5; cardiac RTF act: -4; dFosB act: -5; Keap1-Nrf2 PPI: -1; Rtt109 HAT inh: 0; RTF Ca sens inh: -5
CCN(C(=O)COC(=O)CCOc1cccc(C)c1)c1c(N)n(Cc2ccccc2)c(=O)[nH]c1=O reads CDK5 inh: -0.9; PvdQ inh: -7; PfHsp90 yeast 2: 25; NSD2 inh: 8; Mot1-301 SUMO: /; C-LANA FP: -1.0; cardiac RTF act: 0; dFosB act: -1; Keap1-Nrf2 PPI: -3; Rtt109 HAT inh: -4; RTF Ca sens inh: -11

Returning to the listing; the 3 compounds before the break are reprinted first.
SMILES	CDK5 inh	PvdQ inh	PfHsp90 yeast 2	NSD2 inh	Mot1-301 SUMO	C-LANA FP	cardiac RTF act	dFosB act	Keap1-Nrf2 PPI	Rtt109 HAT inh	RTF Ca sens inh
NC(=S)c1ncc(C(F)(F)F)cc1Cl	-1.5	-9	13	3	44	0.1	-5	-3	4	-10	-12
COc1ccc(-n2c(=O)c3ccccc3n(CC(=O)NCC3CCCO3)c2=O)cc1 (centres undefined)	-6.7	-7	1	-2	6	-0.9	-2	-6	-5	-6	-17
CC(C)CN1CC(=O)N2C(c3ccccc3)c3[nH]c4ccccc4c3C[C@H]2C1=O (some centres undefined)	1.5	-13	-29	0	230	0.7	2	-14	0	-3	-1
N#Cc1c(C(F)(F)F)cc(-c2ccccc2)n(N)c1=O	-1.1	-11	-16	-1	-1	0.4	-2	-1	-4	/	-9
CCOC(=O)C1CCN(S(=O)(=O)c2ccc3[nH]c(=O)c(=O)[nH]c3c2)CC1	-0.2	-5	/	6	-12	1.4	-3	-6	-6	-1	2
Cn1c(CO)nc2cc(N)ccc21	3.0	7	/	-3	-1	-0.1	-3	-4	-3	5	4
CC(C)c1ccc(NS(=O)(=O)c2ccc(N3C(=O)CCC3=O)cc2)cc1	-1.0	-1	4	-2	-7	2.0	4	7	-2	11	0
O=C(Nc1ccc2c(c1)OCCO2)c1ccc(Br)c(S(=O)(=O)N2CCOCC2)c1	-0.6	12	13	/	/	-0.2	1	-5	6	7	-3
Cc1cc(C)cc(N(C(=O)c2csnn2)C(C(=O)NC(C)(C)C)c2ccccn2)c1 (centres undefined)	1.5	-2	10	-2	6	-0.5	2	-9	-4	13	-2
O=C(Nc1cccc(Br)c1)C1CC(=O)N(C2CCCC2)C1 (centres undefined)	-0.1	-1	13	0	/	-0.5	-6	3	0	3	-1
O=C(COc1ccc2c(-c3ccccc3)cc(=O)oc2c1)NC1CCS(=O)(=O)C1 (centres undefined)	-0.2	-5	-9	/	6	-0.3	12	-14	-9	3	2
Cc1ccc(NC(=O)c2ccncc2)cc1S(=O)(=O)N(C)C	-0.1	-2	-1	1	-18	0.1	7	2	5	11	-6
CCCCCCN=C(C)C1=C(O)C(C(=O)OC)C(C)(C)CC1=O (centres undefined)	-0.1	0	30	2	212	-1.1	0	-1	2	19	-13
CCN(CC)C(=O)C(=O)N/N=C/c1ccc(Cl)cc1Cl	0.1	3	-7	1	9	0.8	-5	1	-2	1	-2
O=C(CSc1ccccc1)Nc1ccc(C(=O)Nc2cccc(O)c2)cc1	-0.8	-18	-11	0	-20	-0.2	0	-8	-5	10	-15
Cc1ccc(O)c(NC(=O)Cc2ccc3ccccc3c2)c1	0.1	-17	-12	-2	-20	-2.6	-1	-7	1	-5	-3
O=C1c2ccccc2C(=O)N1CCC(=O)N1CCc2ccccc21	-0.2	2	3	-8	/	-1.2	-2	2	4	-5	-2
CC(C)N=C1CC(C)(C)CC(=O)/C1=C(/O)CCCN1C(=O)c2ccccc2C1=O	0.6	-13	1	0	6	0.7	2	-1	1	-4	8
Cc1c(Cl)cccc1NC(=O)CSC(N)=O	2.5	-53	13	-6	31	0.5	6	-7	-4	7	-8
C/C(=N\Nc1ccc([N+](=O)[O-])cc1)c1cc2ccccc2o1	-1.3	-5	-18	-5	80	2.8	10	2	-8	6	-16
O=C1c2ccccc2C(O)(c2ncc[nH]2)N1C1CCCCC1 (centres undefined)	0.1	7	2	-4	29	-1.0	2	-5	0	-7	-8
Nc1nc2c(ncn2-c2ccccc2)c(=O)[nH]1	1.1	2	0	0	/	20	3	6	0	-3	-4
CCc1n[nH]c(=S)n1/N=C/c1ccccn1	0.8	-4	-1	-4	-13	-0.7	-5	4	0	0	-2
c1ccc2c(c1)nnn2CNc1nccs1	-0.3	-5	1	0	12	1.4	4	-8	-6	-7	-18
COc1ccc(NC(=O)C2CCCN(C(=O)Nc3cccc(OC)c3)C2)cc1 (centres undefined)	-2.1	-9	9	0	381*	0.3	3	-3	4	-6	-2
O=C(CSc1nc2ccccc2s1)c1ccc(O)cc1O	0.6	20	-39	1	26	-0.5	-6	13	-1	-4	-2
